Assay outcomes as filed in PubChem.
PLCg1 inh – PLC-gamma1 (human) inhibition, primary screen; P19174; purified PLC-gamma1, fluorogenic substrate, fluorescence; inhibition, % at 12.2 µM; 370,000 compounds, 0.84% hits; in the data active = inhibition above about 9.5%
ADAM17 inh – inhibits human ADAM17. P78536. recombinant ADAM17, EDANS/DABCYL FRET peptide cleavage. inhibition, % at 6.95 µM. 370,000 compounds, 0.83% hits. AID 720648;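 active = inhibition above the mean of compounds lying between control limits plus 3 SD, set per campaign, cut at about 8.5% in these data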;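 note: 0% = DMSO-only wells as the low control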
Target sequence (P78536 215-824 limits assumed): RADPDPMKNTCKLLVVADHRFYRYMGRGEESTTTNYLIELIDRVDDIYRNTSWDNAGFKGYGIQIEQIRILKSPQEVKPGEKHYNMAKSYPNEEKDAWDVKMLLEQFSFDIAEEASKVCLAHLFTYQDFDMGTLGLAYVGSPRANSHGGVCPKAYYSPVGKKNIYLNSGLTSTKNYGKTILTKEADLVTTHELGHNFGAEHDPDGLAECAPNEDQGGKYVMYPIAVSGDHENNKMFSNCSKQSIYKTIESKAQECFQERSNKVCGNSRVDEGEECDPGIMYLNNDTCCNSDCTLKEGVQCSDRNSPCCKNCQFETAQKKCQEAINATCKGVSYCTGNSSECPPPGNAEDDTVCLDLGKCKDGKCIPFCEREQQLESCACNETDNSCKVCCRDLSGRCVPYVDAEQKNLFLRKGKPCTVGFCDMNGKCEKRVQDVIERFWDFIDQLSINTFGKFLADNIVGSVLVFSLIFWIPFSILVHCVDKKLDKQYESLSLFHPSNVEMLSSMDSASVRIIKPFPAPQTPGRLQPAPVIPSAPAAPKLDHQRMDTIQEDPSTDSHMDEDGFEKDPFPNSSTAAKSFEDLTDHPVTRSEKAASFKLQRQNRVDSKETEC
DAX1 inh-1 – NR0B1 (DAX1) inhibition | P51843 | 340,000 compounds, 0.99% hits | AID 504766 | inhibition, % at 6.75 µM | HEK293 Gal4-DAX1 luciferase reporter, luminescence;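 active = inhibition above the mean over all tested compounds plus 3 SD, cut at about 4.2% in these data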;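 note: 0% = DAX1-transfected cells with DMSO and 100% = empty-vector control cells with DMSO; inhibition shows as a rise in luminescence from relieved DAX1 repression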
Target sequence (P51843 207-470 limits assumed): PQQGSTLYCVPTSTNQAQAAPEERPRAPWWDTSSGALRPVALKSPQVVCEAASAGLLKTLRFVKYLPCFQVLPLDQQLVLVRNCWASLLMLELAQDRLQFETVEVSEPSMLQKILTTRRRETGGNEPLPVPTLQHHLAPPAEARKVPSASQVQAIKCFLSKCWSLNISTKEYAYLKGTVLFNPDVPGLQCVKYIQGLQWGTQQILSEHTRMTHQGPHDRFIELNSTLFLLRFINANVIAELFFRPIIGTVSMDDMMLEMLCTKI
PLC-beta3 inh – inhibitors of human phospholipase C beta3 | Purified PLC-beta3, fluorogenic substrate, fluorescence | inhibition, % at 12.2 µM | 370,000 compounds, 0.18% hits | AID 720704; in the data active = inhibition above about 11%;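 note: 0% = median of compound wells on plate and 100% = full blocker control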
MBD2 DNA inh – inhibitors of human MBD2 binding to methylated oligonucleotide; Q9UBB5; TR-FRET; inhibition, % at 4.4 µM; 370,000 compounds, 0.31% hits; in the data active = inhibition above about 13%
ssDAF12 agonist – S. stercoralis DAF-12 activation, primary screen | HEK293 ssDAF-12/GRIP1 lit1-tk-luc reporter, luminescence; % of 3 µM dafachronic acid response | activation, % at 6.8 µM | 370,000 compounds, 1% hits | AID 652126;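 active = activation above the mean over all tested compounds plus 3 SD, cut at about 0.9% in these data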;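 note: 0% = DMSO-only wells and 100% = 3 µM delta7-dafachronic acid wells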
DAX1 inh-2 – inhibitors of DAX1 repression of SF-1 activated StAR promoter; inhibition, % at 6.8 µM; 370,000 compounds, 1.1% hits; AID 652010; HEK293T StAR-luciferase reporter, SF-1/DAX-1 repression relief;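 active = inhibition above the mean over all tested compounds plus 3 SD, cut at about 3.6% in these data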;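 note: 0% = DAX-1 cells with DMSO and 100% = cells lacking DAX-1 with DMSO; higher inhibition means more luminescence from relief of DAX-1 repression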
NR1D1 modulator – modulates human Rev-erb alpha binding to DNA. 370,000 compounds, 0.79% hits. activity, % at 10 µM. Rev-erbα–FITC-DNA binding, fluorescence polarization, 90 min;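 active = activity above about 14%, limit read from the data; passing the limit was not always enough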;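 note: 0% = DMSO wells with 35 nM protein and 100% = DMSO wells with 750 nM protein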
SMARCA2 activ – activators of SMARCA2 function; activation, % at 9.1 µM; MG213 cells, MMTV-luciferase reporter, dexamethasone, overnight; 370,000 compounds, 1% hits; in the data active = activation above about 7.8%;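 note: 0% = vehicle wells and 100% = reference activator wells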
hgDAF12 agonist – hgDAF-12 agonism, primary luciferase screen; HEK293 GAL4-hgDAF12 UAS-luciferase reporter, agonist luminescence; normalized to butyrate control; 370,000 compounds, 1.8% hits; AID 687014; activation, % at 6.8 µM;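 active = activation above a cutoff set at the mean of all screened compounds plus 3 SD, cut at about 10% in these data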;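 note: 0% = DMSO wells and 100% = sodium butyrate wells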
hcDAF12 agonist – activates DAF-12 receptor from parasite H. contortus | HEK293 hcDAF-12 lit1-tk-luc reporter, luminescence; 0% DMSO, 100% Δ7-dafachronic acid | activation, % at 6.8 µM | 370,000 compounds, 1.4% hits | AID 652067;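 active = activation above the mean of all tested compounds plus 3 SD, cut at about 5.5% in these data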;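 note: 100% = response to 3 µM Δ7-dafachronic acid high control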
The depositor's hits bear a star; i = inactive; . = not tested or not shown.

SMILES	PLCg1 inh	ADAM17 inh	DAX1 inh-1	PLC-beta3 inh	MBD2 DNA inh	ssDAF12 agonist	DAX1 inh-2	NR1D1 modulator	SMARCA2 activ	hgDAF12 agonist	hcDAF12 agonist
CCn1c2ccccc2c2cc(NC(=O)c3ccc([N+](=O)[O-])cc3)ccc21	1	-3	0.2	0	4	-0.7	1.3	3	-2	0.6	1.9
N#Cc1c(-c2ccco2)ccn(Cc2cccc(F)c2)c1=O	-57	-84	0.1	-89	8	-1.9	0.7	5	0	-1.4	0.4
O=C(CSc1ccc(-c2cccs2)nn1)Nc1ccccc1	-1	1	-0.2	-2	8	-2.2	-0.8	2	-2	0.2	-3.0
COc1ccccc1CCC(=O)Nc1ccc2c(c1)c(=O)n(C)n2Cc1ccc(F)cc1	-212	-348	.	-275	-6	-1.4	-1.5	-2	-2	2.2	-1.4
OC(c1ccc(Cl)c(Cl)c1)c1ncc(-c2cccc(F)c2)[nH]1 (stereo not drawn)	1	7	.	-4	9	-1.2	-0.5	-3	-5	-1.4	-0.7
COC(=O)C1CN(CC(C)C)CCS(=O)(=O)N1Cc1ccc(OC)cc1 (stereo not drawn)	3	-2	.	2	2	-1.3	0.9	3	-2	0.6	2.2
CN1CCC(CO)(Cc2ccccc2)CC1	0	-2	1.0	-8	1	-0.9	0.2	0	-1	-2.8	2.1
CCOC(=O)c1cccc(C2=CC(=O)C[C@H](c3ccc(OC)c(OC)c3)C2)c1	-4	1	-1.2	-5	0	-1.5	-1.2	6	0	-4.8	-4.1
CC(=O)Nc1ccc(NC(=O)CSc2nnc(NC(=O)Cc3ccc(F)cc3)s2)cc1	7	3	-0.2	0	-6	-0.8	-2.4	-8	1	2.5	-0.5
CC(C)c1nc(=S)c2ccccc2[nH]1	-3	-4	0.1	-2	5	-1.0	-0.6	6	-3	1.3	0.3
CC(=O)N1CC2(C)CN(C(C)=O)CC(C)(C1)C2=O	1	0	-0.5	-54	-3	-1.0	0.5	2	2	1.1	-0.8
CC(C)Oc1ccc(Cc2cnc(N)nc2N)cc1	0	-5	1.4	2	-1	-1.0	-0.1	-1	-2	2.1	-0.6
O=C(CCCN1C(=O)CSc2ncccc21)N1CCN(Cc2ccccc2)CC1	-1	-1	1.4	-4	-2	-1.0	-0.1	1	-1	-0.9	1.1
CCOc1ccc(C2CC(c3ccc(OC)c(OC)c3)n3nc(N)nc3N2)cc1 (stereo not drawn)	-6	-1	-0.6	-3	-4	-0.7	-0.5	-1	2	-1.7	1.1
Cc1c(-c2ccc(F)cc2)nc(N)c(C#N)c1-c1ccco1	-44	-16	-1.2	-66	1	-1.2	0.2	-1	1	2.7	-0.1
Cc1ccc(S(=O)(=O)NC(C(=O)OCC(=O)NC2CCS(=O)(=O)C2)C(C)C)cc1 (stereo not drawn)	5	1	-0.6	3	-2	-1.1	1.4	1	-1	-1.1	-0.5
CCCCNC(=O)NNC(=O)c1ccc(F)cc1	2	-3	2.3	3	-2	-0.1	0.2	-3	0	-1.8	0.3
COc1ccc(C2N(c3ccc(C)cc3)CCN2c2ccc(C)cc2)cc1O	2	2	4.9*	0	-2	-0.9	0.5	8	-1	0.5	-1.9
O=C(OC(c1ccccc1)c1nccc2ccccc12)c1cc([N+](=O)[O-])cc([N+](=O)[O-])c1 (stereo not drawn)	-1	1	-1.7	0	3	-0.9	-0.1	-3	-4	-2.2	-2.6
CCOC(=O)C1CCN(C(=O)c2oc3ccc(S(=O)(=O)N4CCCCCC4)cc3c2C)CC1	8	-1	-1.0	-1	1	-1.6	-1.8	-5	-4	-3.4	-1.0
CCCNC(=O)[C@@H]1CCCN1C(=O)[C@@H]1Cc2ccccc2CN1	-3	-1	-1.4	-3	-3	-1.1	-0.4	-1	-2	2.2	-1.1
Cc1ccc(Cc2c(-c3ccc(C)cc3)nc3c(C)cc(Br)cn23)cc1	-4	3	.	-7	-5	0.1	0.6	9	0	4.7	2.9
Cc1ccc(C)c(NC(=O)COC(=O)CC2CC3CCC2C3)c1 (stereo not drawn)	1	-2	2.4	1	3	-1.4	-2.0	-3	-4	0.8	0.3
Cc1c(C#N)c2ccccc2n1CC(=O)NCc1ccccc1	-1	-2	1.2	4	1	-1.4	0.4	5	0	1.1	0.7

Part of the list above, with two lines to a compound:
Values run as follows: PLCg1 inh, ADAM17 inh, DAX1 inh-1, PLC-beta3 inh, MBD2 DNA inh, ssDAF12 agonist, DAX1 inh-2, NR1D1 modulator, SMARCA2 activ, hgDAF12 agonist, hcDAF12 agonist
> Cc1ccc(S(=O)(=O)NC(C(=O)OCC(=O)NC2CCS(=O)(=O)C2)C(C)C)cc1 (stereo not drawn)
→ 5, 1, -0.6, 3, -2, -1.1, 1.4, 1, -1, -1.1, -0.5
> CCCCNC(=O)NNC(=O)c1ccc(F)cc1
→ 2, -3, 2.3, 3, -2, -0.1, 0.2, -3, 0, -1.8, 0.3

(listing goes on)
SMILES	PLCg1 inh	ADAM17 inh	DAX1 inh-1	PLC-beta3 inh	MBD2 DNA inh	ssDAF12 agonist	DAX1 inh-2	NR1D1 modulator	SMARCA2 activ	hgDAF12 agonist	hcDAF12 agonist
O=C(CSc1nnc(-c2cccnc2)o1)Nc1nccs1	-7	-5	-0.4	-2	1	-0.9	2.3	-1	9.1*	4.4	1.7
CC1(C)Cc2c(cnn2-c2cccc(F)c2)C(NC(=O)Cn2cccn2)C1 (stereo not drawn)	-2	-3	-0.1	-3	-4	-1.5	-1.9	4	-2	1.2	-3.0
Cc1cc(OC(=O)c2c(C)cc(O)cc2O)cc(O)c1C(=O)O	-1	-2	2.0	1	-4	-1.6	0.7	1	-3	-2.1	1.4
O=C(CC1NC2CCCCC2NC1=O)Nc1cccc(C(F)(F)F)c1 (stereo not drawn)	2	-4	-1.1	3	1	-0.7	-0.7	2	0	1.1	-2.0
CCCCC(C)Sc1nc2c([nH]1)c(=S)n(C)c(=O)n2C (stereo not drawn)	3	-6	-2.3	-1	-1	-1.4	-1.3	15	-3	-5.8	-0.3
Nc1cccc(Oc2ccc3c(c2)C(=O)NC3=O)c1	2	3	-1.1	-3	1	-0.5	0.4	1	-1	1.8	0.4
O=C1c2ccccc2C(=O)c2cc(NC(=O)C3CC3)ccc21	-8	-5	2.5	-7	-8	-1.1	1.9	-4	0	7.1	4.9
Cc1c(NC(=O)c2cc(-c3ccccc3)on2)c(=O)n(-c2ccccc2)n1C	2	-1	0.9	3	-6	-1.7	0.2	-2	1	-1.0	-0.8
O=C(COc1ccc(S(=O)(=O)NCc2ccccc2)cc1)N1CCOCC1	1	-5	0.2	0	7	-0.7	0.4	0	1	-1.3	1.3
O=C(CSc1nc2ccccc2o1)N1CCN(c2ccccc2)CC1	2	4	-0.1	2	-4	-1.2	-0.7	0	-1	1.6	0.2
CCc1cc2c(=O)c(Oc3ccccc3)c(C)oc2cc1O	i	i	0.4	i	-2	-1.2	-1.1	-3	-6	-3.0	-1.0
CCOC(=O)CSc1nc2cc(S(=O)(=O)N3CCOCC3)ccc2n1CC	-1	-1	0.7	1	2	-0.7	-0.3	-6	-1	2.9	0.7
COc1cccc(-c2nnc(SCC(=O)Nc3ccc(OC)c(OC)c3)n2N)c1	2	0	0.3	1	-3	-1.2	-0.7	1	0	1.6	-1.0
O=C(O)CN1C(=O)/C(=C\c2cccc(OC(=O)c3ccco3)c2)SC1=S	-3	1	0.3	-7	3	-0.7	0.2	-1	-2	-0.5	-0.3
CC(/C=N/NC(=O)Cc1cccn1C)=C\c1ccccc1	-6	-3	1.2	-6	-1	-0.7	0.4	-1	-2	3.6	2.8
O=C1CSC(=S)N1/N=C/c1cccc(C(F)(F)F)c1	-1	-3	0.5	-13	-8	-0.8	-0.4	-7	1	-0.5	-0.9
CCCC[n+]1c(C)sc2ccc(C)cc21	5	7	0.8	0	3	-1.2	1.5	-2	-2	-1.3	0.8
CCOc1ccccc1NC(=O)CNC(=O)CNC(=O)Cc1ccccc1	4	-3	0.2	-4	8	-0.5	-0.2	3	0	-2.6	2.2
COc1ccc(NC(=O)c2cccc3c(-c4ccc(O)c(OC)c4)coc23)cc1	0	7	.	-4	-3	-1.5	-3.5	1	-3	-1.0	-2.4
O=C(O)Cn1c(=O)c2c3c(sc2n(Cc2ccc(Cl)cc2Cl)c1=O)CCCC3	-1	-7	0.4	-7	-5	-1.2	-0.3	-8	-1	-0.4	-1.2
O=C([O-])c1ccccc1-[n+]1c(-c2ccccc2)cc(-c2ccccc2)cc1-c1ccccc1	-4	-8	0.1	-6	8	-0.6	0.6	-2	0	-1.1	0.0
COc1cnc(-c2cccc(C(F)(F)F)c2)c(NC(=O)c2cc3ccccc3s2)n1	-3	-5	.	-5	8	-1.4	-0.4	0	0	0.5	-1.1
COc1ccc(C(=O)OCc2ccc(C)cc2)cc1S(=O)(=O)N1CCOCC1	3	1	-1.4	-3	-1	-1.7	-1.5	2	4	-2.4	-1.8
COc1ccc(N=Cc2nc(-c3ccco3)oc2O)cc1	-19	-1	0.6	-19	-3	-0.8	-0.1	-1	8.8*	4.7	1.5
NC(=O)C1CCN(C(=O)/C=C/c2ccco2)CC1	-1	-3	-1.7	0	0	-1.3	-0.1	2	1	4.3	-0.5
O=C(OCc1cn(Cc2ccccc2F)nn1)N1CCOCC1	6	-8	.	3	7	-0.6	-1.2	-1	0	-1.3	-1.5
Cc1c(Cl)cccc1NC(=S)NCCc1ccc(C(F)(F)F)cc1	4	-1	-0.1	0	-6	-2.2	-0.8	-3	-1	-2.5	0.3
Cc1cccc(N2CCN(C(=O)c3ccc4ncsc4c3)CC2)c1C	12*	8.9*	-3.8	3	2	-0.9	-1.6	-4	-6	0.1	-1.4
CC(C)Cn1c(=O)c(C(=O)N/N=C/c2cccc(F)c2)c(O)c2ccccc21	2	0	-1.4	-1	-8	-1.2	-0.5	2	4	2.1	-2.0
COc1ccc(N2CCN(Cc3nc4ccccc4n3C)CC2)cc1	3	-4	2.1	-1	1	1.8*	-0.6	-1	-3	-2.3	4.5
COc1cc(OC)c(N(C)S(=O)(=O)c2cccc(C(=O)Nc3nc(C)cs3)c2)cc1Cl	-1	5	0.2	-10	4	-0.7	-0.4	0	0	-2.9	0.1
O=C1NC[C@H](CCCCN2C[C@H](Cc3ccccc3)N(Cc3ccccc3)C(=O)C2=O)N(CCc2ccc(O)cc2)C1=O	4	-2	.	4	-5	-1.1	-0.9	0	5	0.2	1.0
Cc1ccc2c(c1)N(CCCC(=O)NCc1cccnc1)C(=O)CO2	1	0	-0.1	0	-1	-1.8	0.2	1	2	-2.5	-1.2
O=[N+]([O-])c1ccc(Cl)cc1N/N=C/c1ccncc1	1	-2	-1.1	-6	-3	-0.7	-0.8	-6	-1	-1.6	-3.0
COC(=O)N1CCc2c(sc(NC(=O)C3=COCCO3)c2C#N)C1	-23	-2	-0.4	-3	-6	-0.3	-4.5	3	-2	7.4	0.7
Cc1cccc(C)c1NC(=O)CNC(=O)c1ccc2c(c1)NC(=O)CS2	-1	-2	-1.6	2	4	-0.1	-0.3	-3	-1	-1.4	1.5
NS(=O)(=O)c1ccc(CCNCC#Cc2ccccc2)cc1	-6	-3	0.3	-7	3	-1.1	0.4	-4	0	-0.7	-0.7
O=C(CCCNC(=O)c1ccc(Cl)cc1)Nc1cccc(S(=O)(=O)N2CCCCC2)c1	1	0	-0.2	-15	6	-1.5	-2.9	3	-1	-2.4	-1.7
